PP1 counter = counter-screen for PP5 inhibitors: inhibitors of human PP1-alpha; P62136; inhibition, % at 6.7 µM; purified PP1alpha, OMFP fluorescence; actives 0.9% (n = 320,000); AID 2235;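 active means inhibition above the mean inhibition of all tested compounds plus 3 SD, computed separately for each screening campaign, cut at about 15% in these data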
Target sequence (P62136 whole entry, looked up): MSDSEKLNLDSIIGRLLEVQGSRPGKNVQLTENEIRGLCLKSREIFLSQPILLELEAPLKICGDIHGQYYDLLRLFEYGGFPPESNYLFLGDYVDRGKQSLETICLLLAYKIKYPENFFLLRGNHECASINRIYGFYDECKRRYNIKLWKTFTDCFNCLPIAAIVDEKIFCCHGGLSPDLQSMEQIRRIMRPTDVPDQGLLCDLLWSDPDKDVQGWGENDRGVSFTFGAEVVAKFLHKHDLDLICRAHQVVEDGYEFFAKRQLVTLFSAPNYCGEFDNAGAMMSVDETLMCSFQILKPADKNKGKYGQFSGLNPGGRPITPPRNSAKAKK
CTSL1 counter = counter-screen for PFM18AAP inhibitors: inhibitors of F. hepatica cathepsin L1; inhibition, % at 5.96 µM; recombinant F. hepatica cathepsin L1, Z-Leu-Arg-MCA fluorescence; actives 0.49% (n = 300,000); AID 1906;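 active means inhibition above the mean of all tested compounds plus 3 SD, set per screening campaign, cut at about 17% in these data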;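 further: 0% = plate median of test compound wells and 100% = 1 µM Z-Phe-Ala-diazomethylketone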
GASC-1 inh = human JMJD2C demethylase inhibition | Q9H3R0 | GST-JMJD2C(1-420) H3K9me3 demethylation, DELFIA europium | inhibition, % at 2.35 µM | actives 0.069% (n = 330,000);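 active means more than half of a compound's replicate wells show inhibition beyond 50%, single wells judged on their own value; inconclusive means some, but no more than half, of replicates pass 50% inhibition; inactive means no replicate passes 50% inhibition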;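 further: signal counts dimethyl H3K9 product captured on neutravidin plate; 0% = median of DMSO wells and 100% = 0.3 times that DMSO median; strong numbers were not always called active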
Target sequence (Q9H3R0 1-420 limits assumed): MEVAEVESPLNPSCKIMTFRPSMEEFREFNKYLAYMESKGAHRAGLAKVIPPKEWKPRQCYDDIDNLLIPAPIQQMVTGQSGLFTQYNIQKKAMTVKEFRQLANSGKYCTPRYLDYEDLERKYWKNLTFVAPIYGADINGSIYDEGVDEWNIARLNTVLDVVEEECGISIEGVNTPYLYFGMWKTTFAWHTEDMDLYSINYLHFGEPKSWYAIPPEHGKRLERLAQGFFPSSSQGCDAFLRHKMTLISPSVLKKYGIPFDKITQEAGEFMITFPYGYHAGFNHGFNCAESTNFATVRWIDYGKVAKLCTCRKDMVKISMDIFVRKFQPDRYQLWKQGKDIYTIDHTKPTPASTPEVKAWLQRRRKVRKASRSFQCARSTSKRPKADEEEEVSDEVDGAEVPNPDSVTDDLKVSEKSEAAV
TPT1 inh = C. albicans TPT1 enzyme inhibition. inhibition, % at 5 µM. actives 0.81% (n = 300,000). AID 1962. recombinant caTPT1, FP RNA substrate dephosphorylation;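 active means inhibition above the mean of all tested compounds plus 3 SD, set per screening campaign, cut at about 24% in these data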;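 further: plate controls were DMSO alone for no effect and ferristatin control at 100 nM for full effect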
PP5 primary = blocks human protein phosphatase 5 activity | P53041 | purified PP5c, OMFP substrate fluorescence | inhibition, % at 6.7 µM | actives 0.18% (n = 320,000) | AID 1987;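 active means inhibition above the campaign's mean inhibition across all tested compounds plus 3 SD, cut at about 9.5% in these data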;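 further: 0% = DMSO only and 100% = 100 µM cantharidin control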
Efflux pump mplx = blocks antifungal efflux pumps in multiplex yeast assay | S. cerevisiae Candida pump triplex, Nile Red efflux | inhibition, % at 10 µM | actives 0.44% (n = 330,000);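 active means plate passing quality check with inhibition over a set limit, or well fluorescence over plate mean plus 4 SD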;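 further: Nile Red retained in pooled yeast measured as flow cytometry median fluorescence; 0% = buffer negative control and 100% = Enniatin B positive control; higher means more Nile Red kept so more efflux inhibition; some compounds called inactive have numbers as strong as hits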
PREPL inhibitor = human PREPL enzyme inhibition; Q4J6C6; AID 2751; inhibition, % at 5.96 µM; recombinant PREPL, fluorescence polarization activity-based probe; actives 0.68% (n = 320,000); in the data active means inhibition above about 43%;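 further: 0% = enzyme with DMSO and 100% = wells lacking enzyme; many of its hits are not listed in these tables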
HCV core dimer = HCV core protein dimerization inhibition; inhibition, % at 5 µM; TR-FRET GST/Flag-core106 dimerization, 1536-well; actives 0.33% (n = 300,000); AID 1899;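 active means inhibition above the mean of all tested compounds plus 3 SD, set per screening campaign, cut at about 45% in these data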
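assay system = GST-tagged and Flag-tagged HCV core protein residues 1-106 | controls = unlabelled core106 and no-GST-core106 wells | incubation = compound-protein-antibody incubation 4 h at 22.5 °C | probe or stimulus = Eu donor and XL665 acceptor anti-tag antibodies | read-out = % inhibition based on acceptor/donor emission ratio | signal = TR-FRET 671 and 617 nm emission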
LYPLA2 inh = blocks human lysophospholipase 2, a PME1 counter-screen; recombinant LYPLA2, FP-Rh probe fluorescence polarization; actives 0.38% (n = 320,000); O95372; inhibition, % at 5.9 µM;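 active means inhibition above the screen-wide mean plus 3 SD, limit set per campaign, cut at about 26% in these data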;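 further: 0% = LYPLA2 with DMSO and 100% = wells lacking LYPLA2 enzyme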
Target sequence (O95372 whole entry, looked up): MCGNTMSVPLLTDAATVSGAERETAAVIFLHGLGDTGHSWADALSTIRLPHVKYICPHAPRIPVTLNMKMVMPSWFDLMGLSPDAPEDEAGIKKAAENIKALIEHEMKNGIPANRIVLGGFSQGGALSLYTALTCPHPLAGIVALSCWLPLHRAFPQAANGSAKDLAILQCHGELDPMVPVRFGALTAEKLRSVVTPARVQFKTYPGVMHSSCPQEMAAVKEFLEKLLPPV
* = called active by the depositor; u = inconclusive; x = no result given; & = joins results of further samples. These rows are one share of the data; rates above refer to the full screens.

Structure,PP5 primary,PREPL inhibitor,Efflux pump mplx,LYPLA2 inh,CTSL1 counter,TPT1 inh,PP1 counter,GASC-1 inh,HCV core dimer
CSc1ccccc1NC(=O)CN(Cc1ccccc1)S(C)(=O)=O,-0.8,-7,0.1,-5,-2,1,2,2,0
CC(C)COC(=O)N1CC(O)CC1C(=O)O (stereo not given),11*,-7,0.1,2,2,-1,-10,-8,-2
C/C(=N/NC(=O)CNC(=O)c1ccncc1)c1ccco1,0.4,-2,0.1,1,-1,-1,-7,12,3
O=C(Nc1ccc(NC(=O)c2ccco2)c(Cl)c1)c1ccccc1,0.5,19,-0.1,-3,1,1,4,-11,-2
Cc1cc2c(NC(=O)Nc3ccc(C(C)(C)C)cc3)cccc2nn1,3.6,18,0.1,-61,-1,-1,1,-15,-3
O=C(COc1ccc([N+](=O)[O-])cc1)Nc1ccc(N2CCN(C(=O)c3ccco3)CC2)cc1,-1.7,26,1.3,17,0,2,1,u,3
COc1ccc(NC(=O)c2ccc[n+]([O-])c2)cc1,0.1,-9,0.1,0,1,1,2,7,3
COC(=O)C(C)(C)ONC(=O)Nc1ccccc1[N+](=O)[O-],2.6,0,0.1,-7,0,-6,1,-4,2
COc1ccccc1NC(=O)CNC(c1ccccc1)c1ccccc1,3.5,-19,0.0,3,3,1,2,-3,11
O=C(O)C(c1ccccc1)N1C(=O)/C(=C\c2ccc(-c3cccc(Cl)c3)o2)SC1=S (stereo not given),1.2,24,0.4,3,5,134*,18*,1,1
COc1ccccc1NS(=O)(=O)c1cc(-c2cnc(C3CC3)o2)ccc1C,2.4,7,0.2,-3,0,2,-1,6,-2
O=C(N/C(=C/c1cn(-c2ccccc2)nc1-c1ccccc1)C(=O)N1CCOCC1)c1ccccc1,-1.2,-2,0.0,1,-2,-4,-2,2,-2
CCc1nnc(NC(=O)C2=CCN(S(=O)(=O)c3ccccc3)CC2)s1,-0.1,9,-0.1,-2,3,1,1,6,4
Cc1c(Br)c([N+](=O)[O-])nn1C(C)C(=O)NCc1cccs1 (stereo not given),-1.4,-2,-0.1,0,2,-2,0,0,-3
CC(C)COc1cccc(-c2cc(C(=O)Nc3ccon3)c3ccccc3n2)c1,4.1,-1,-0.2,-23,5,-2,2,-12,10
Cc1c(O)ccc2c(CC(=O)N[C@@H](Cc3c[nH]c4ccccc34)C(=O)O)cc(=O)oc12,1.4,-4,0.0,-1,0,-1,-2,-1,-3
COc1ccc(CN(C(=O)c2snc(C(N)=O)c2N)C(C(=O)NC(C)(C)C)c2ccco2)cc1 (stereo not given),0.6,-1,0.9,-3,-2,-1,0,1&3,-3
Cc1nc(C)c(-c2ccc(SCC(=O)Nc3cccc(F)c3)nn2)s1,1.4,-35,0.1,0,-1,4,2,2,3
COc1cccc(NC(=O)N2CCC(n3nnc4ccccc43)CC2)c1,-0.4,2,0.0,3,2,-1,0,0,4
Cc1cc(C)cc(SCc2noc(C(=O)NC(C)C)c2C(=O)O)c1,5.3,-13,0.2,2,-3,-1,4,1,-5
Cc1cccc(N(Cc2ccccc2)C(=O)CN2C(=O)NC3(CCCCC3C)C2=O)c1 (stereo not given),2.9,8,0.0,-3,x,x,1,-8,x
O=C1NC(c2ccccc2Cl)Nc2ccccc21 (stereo not given),1.0,-27,-0.1,2,1,-3,-2,-7,-6
CC(=O)Nc1ccc(-c2cc(-c3ccc(NC(C)=O)cc3)nc(-c3ccc(NC(C)=O)cc3)n2)cc1,-1.8,-5,-0.1,-45,3,7,2,-5,-1
O=C(/C=C/c1ccco1)Nc1cccc(S(=O)(=O)N2CCOCC2)c1,1.1,3,0.1,-6,4,0,-4,-2,6
CN1CCN(c2nc(-c3cccnc3)nc3ccccc23)CC1,1.0,3,-0.1,-3,0,2,0,-1,-2
O=C(Nc1ccc2c(c1)nc1n2CCN(Cc2ccccc2)C1)NC1CCCCC1,0.8,8,0.1,-1,6,5,0,-3,4
O=C(NCc1ccccc1Cl)C1CCCN(c2ncnc3c2nc2n3CCCCC2)C1 (stereo not given),0.4,14,0.1,-10,-2,-2,-1,-2,7
CCOc1ccc(NC(=O)CN(C)C(=O)CC2CCCC2)cc1OCC,3.0,6,0.1,0,x,x,-1,-7,x
CCOC(=O)C1C(c2cc(OC)c(OC)c(OC)c2)NC(=S)NC1(O)C(F)(F)F (stereo not given),2.8,4,0.0,0,-2,-1,-1,31,1
CN1/C(=C\C(=O)C[n+]2cccc(Br)c2)C(C)(C)c2ccccc21,-2.5,-21,0.0,-5,2,-2,-2,-5,-1

Copied from the list.
`Cc1c(O)ccc2c(CC(=O)N[C@@H](Cc3c[nH]c4ccccc34)C(=O)O)cc(=O)oc12` in CTSL1 counter = 0
`Cc1c(Br)c([N+](=O)[O-])nn1C(C)C(=O)NCc1cccs1` (stereo not given) in PREPL inhibitor = -2

Remaining list, next part.
Structure,PP5 primary,PREPL inhibitor,Efflux pump mplx,LYPLA2 inh,CTSL1 counter,TPT1 inh,PP1 counter,GASC-1 inh,HCV core dimer
Cc1ccc(/C=C/C(=O)NC2CCCCCCC2)o1,1.0,10,-1.7,-4,74*,-1,-4,8,1
CC1CC(C)CN(C(=O)c2cccc3c2-c2ccccc2C3=O)C1 (stereo not given),-2.0,-18,-0.1,3,1,-3,-1,4,3
COc1ccc(C(C(=O)NC2CCCC2)N(C(=O)c2snc(C(N)=O)c2N)c2ccccc2OC)cc1OC (stereo not given),-1.2,-1,-0.1,10,-6,-11,-4,-13,3
O=C(Nc1cc(S(=O)(=O)N2CCOCC2)ccc1N1CCOCC1)c1cccc(S(=O)(=O)N2CCCCC2)c1,-1.3,-3,0.2,2,-3,2,9,7,6
Clc1cccc(-c2nc(-c3ccc(-c4nn[nH]n4)cc3)no2)c1,2.0,-13,-0.1,-5,x,x,-6,2,x
Nc1nonc1-n1nnc(C(=O)N/N=C/c2cc(Cl)ccc2O)c1CN1CCCCCC1,1.9,4,0.2,-2,-2,0,16*,-2,18
N#Cc1nc(Cl)c(Cl)c(NN)c1Cl,1.3,-15,0.1,-1,0,-1,-4,-3,3
COc1ccc(-n2c(=O)cc(N3CCc4ccccc43)[nH]c2=O)cc1,0.1,1,-0.3,1,0,0,3,-3,-1
CC1=C(C(=O)OCc2ccc3c(c2)OCO3)C(c2ccccc2OCc2ccccc2)NC(=O)N1 (stereo not given),6.3,-2,0.1,-1,0,3,9,23,15
O=C(CCSc1nnc(-c2ccco2)o1)Nc1ccc(Cl)cc1,4.2,-32,0.5,4,1,6,-2,4,0
CCOC(=O)C1C(=O)N(C(=O)c2cncc(Br)c2)CC1c1ccccc1 (stereo not given),0.6,16,0.0,-2,-1,-2,2,12,-5
Cc1cccc(N(C)Cc2nnc(-c3cccc(Br)c3)o2)c1,2.9,19,0.1,-4,7,1,2,-2,2
CCOc1ccc(OCCNC2CCCC2)cc1,2.8,3,0.2,0,3,1,2,-1,-3
O=S(=O)(Nc1ccccc1N1CCOCC1)c1ccc(Cl)cc1,0.3,13,0.0,10,x,x,4,-3,x
CC(=O)Nc1ccc(NC(=O)CN(c2ccc(F)cc2)S(=O)(=O)c2ccc3c(c2)OCCO3)cc1,2.7,18,0.2,-4,0,-2,-2,7,-6
COc1ccc(OC)c(NC(=O)CCS(=O)(=O)c2cc3c(cc2C)NC(=O)CO3)c1,1.0,12,0.0,9,-12,-1,0,7,-9
COc1ccc(S(=O)(=O)Nc2ccc(S(=O)(=O)N(C)C)cc2)cc1[N+](=O)[O-],0.4,-7,-0.1,-2,-1,3,-4,3,-1
O=C(O)c1ccc2c(c1)C(=O)N(Cc1ccccc1)C2=O,0.6,3,0.0,10,4,0,-2,-4,0
COc1cccc(C2N(c3cccc(Cl)c3)C(=O)C3CCCN32)c1 (stereo not given),0.6,0,-0.1,-4,-2,0,-9,4,-3
OCC1(CCc2ccccc2)CCN(Cc2ccc3nsnc3c2)CC1,-0.5,-8,-0.2,12,4,-4,0,-20,-2
CCc1ccccc1S(=O)(=O)Cc1ccc(C(=O)N2CCN(c3ccccc3OC)CC2)o1,2.2,3,0.1,7,-2,0,-2,4,6
COc1ccc(/C=C/C(=O)NC(=S)NNC(=O)Cc2cccs2)cc1,0.2,-1,-0.3,0,1,3,20*,-5,4
COC(=O)c1c(C)oc2ccc(N(C(=O)c3ccncc3)S(=O)(=O)c3ccccc3)cc12,1.9,-4,0.0,-10,-4,2,1,-3,7
NC(=S)NNc1cc(Cl)cc(Cl)c1,0.0,-10,0.0,-2,2,0,2,-5,0
CNC(=O)CSCc1cnn(-c2ccccc2)c1-n1cccc1,0.6,7,-0.1,0,-3,1,8,2,0
COC(=O)c1c(C)c[nH]c1C,3.8,-5,-0.1,6,-2,-3,-2,6,1
CCOC(=O)C1CCN(C(=O)N(C)C)CC1,1.1,0,0.1,1,0,-1,-2,1,-3
Oc1c(Br)cc(/C=N/NC(=S)NCc2ccco2)cc1Br,-1.3,5,-0.1,7,0,-2,2,3,-1
CCCCCCCC(=O)NNC(=O)c1ccc([N+](=O)[O-])cc1,-0.5,-2,0.0,1,-12,-1,2,-2,-1
O=C(NCc1ccc2c(c1)OCO2)C1Cc2ccccc2CN1C(=O)c1ccco1 (stereo not given),-1.5,7,-0.1,6,-4,2,1,6,2

Compound profiles, from the list above. Order of screens: PP5 primary	PREPL inhibitor	Efflux pump mplx	LYPLA2 inh	CTSL1 counter	TPT1 inh	PP1 counter	GASC-1 inh	HCV core dimer
COc1ccc(C(C(=O)NC2CCCC2)N(C(=O)c2snc(C(N)=O)c2N)c2ccccc2OC)cc1OC (stereo not given) is listed with -1.2	-1	-0.1	10	-6	-11	-4	-13	3
NC(=S)NNc1cc(Cl)cc(Cl)c1 is listed with 0.0	-10	0.0	-2	2	0	2	-5	0

New compounds follow
Structure,PP5 primary,PREPL inhibitor,Efflux pump mplx,LYPLA2 inh,CTSL1 counter,TPT1 inh,PP1 counter,GASC-1 inh,HCV core dimer
CCN(CC)S(=O)(=O)c1ccc(F)c(C(=O)NCCCN2CCOCC2)c1,1.1,18,-0.1,-4,-3,-5,-3,-4,-23
COC(=O)c1cc(C)nc(N)c1C#N,1.1,-12,-0.1,1,0,-5,-2,1,1
Cc1cc(NC(=O)c2ccc(S(=O)(=O)N3CCc4ccccc43)cc2)no1,1.5,-14,0.1,-18,3,7,8,10,72*
Cc1cc(NC(=O)CSc2ncn[nH]2)no1,1.4,13,0.1,-8,-8,0,-3,-9,-1
CCOc1ccccc1C(=O)NC(C(=O)Nc1cccc(S(N)(=O)=O)c1)C(C)C (stereo not given),-0.4,-3,0.0,-4,1,-3,-5,-6,2
Cc1nc(Nc2ccccc2Br)c2nnn(Cc3ccccc3)c2n1,4.8,-9,0.1,-3,0,3,-1,-2,6
CC(C(=O)OCn1nnc2ccccc2c1=O)N1C(=O)c2ccccc2C1=O (stereo not given),-0.8,-8,0.0,2,-6,-7,-1,49,-6
CCOc1ccc(N2C(=O)C3CC(C)=C(C)CC3C2=O)c([N+](=O)[O-])c1 (stereo not given),4.7,16,-0.1,5,0,-4,3,6,2
CC(=O)NNS(=O)(=O)c1scc(S(=O)(=O)c2ccc(Cl)cc2)c1C,-0.2,-3,0.0,9,-2,-3,3,5,6
